# MPTP inh: permeability transition pore inhibition | isolated mouse mitochondria, Ca2+ swelling absorbance, 30 min | inhibition, % at 10 µM | actives 1.4% (n = 360,000);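 active = inhibition of 50% or more, scaled per plate between neutral and stimulator controls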;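 note: 0% = DMSO wells given calcium and 100% = 1 mM EGTA wells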
# TIM10 inh: TIM10 yeast growth inhibition; S. cerevisiae TIM10 strain growth, BacTiter-Glo luminescence, 24 h; inhibition, % at 10 µM; actives 1.4% (n = 330,000); AID 463195;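 active = inhibition of 40% or more at the single tested concentration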;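 note: wild-type TIM10 isogenic control strain grown at permissive 25 °C; 0% = DMSO yeast wells and 100% = minimal medium wells without yeast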
# beta cell repl: MIN6 beta-cell proliferation induction; MIN6 cells proliferation, ATPlite luminescence, 48 h; cells starved in 0.2% serum; 100% = growth in 10% serum; proliferation, % at 10 µM; actives 0.29% (n = 330,000); AID 2380;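 active = compounds whose signal lies at least 3.5 SD above the mean of all wells on their plate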;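 note: 0% = DMSO-treated cells in low-serum medium and 100% = 10% serum control; some compounds called inactive have numbers as strong as hits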
# NALP3 yeast inh: NALP3 inhibition in yeast | inhibition, % at 10 µM | actives 0.39% (n = 330,000) | Yeast reconstituted NLRP3/ASC/caspase-1, beta-gal luminescence, 24 h;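 active = inhibition of 50% or more; inactive = inhibition below 50%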;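 note: plate controls were induced DMSO wells for no effect and uninduced yeast grown without galactose for full effect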
# tim10-1 inh: tim10-1 yeast growth inhibition | AID 463190 | S. cerevisiae tim10-1 ts strain growth, BacTiter-Glo, 24 h | inhibition, % at 20 µM | actives 2.2% (n = 330,000);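 active = inhibition of at least 40%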;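 note: mutant grown at 25 °C; 0% = DMSO wells with yeast and 100% = wells holding no yeast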
# tim23-1 inh: inhibits growth of tim23-1 mutant yeast | S. cerevisiae tim23-1 growth, BacTiter-Glo luminescence, 24 h | inhibition, % at 20 µM | actives 1.3% (n = 330,000);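 active = growth inhibition of the mutant yeast at or above 50%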;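 note: temperature-sensitive mutant grown at 25 °C; plate controls were DMSO-treated mutant yeast for no effect and medium wells lacking yeast for full effect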
# APJ antagonist: APJ receptor antagonism; AID 2521; inhibition, % at 20 µM; actives 0.32% (n = 330,000); CHO-K1 APJ beta-arrestin complementation, luminescence; P35414;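 active = inhibition above about 40% at 20 µM, limit read from the data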;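 note: cells challenged with 10 nM apelin-13 agonist together with compound; plate controls were apelin-13 plus DMSO wells for no effect and DMSO wells lacking apelin-13 for full effect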
# Target sequence (P35414 whole entry, looked up): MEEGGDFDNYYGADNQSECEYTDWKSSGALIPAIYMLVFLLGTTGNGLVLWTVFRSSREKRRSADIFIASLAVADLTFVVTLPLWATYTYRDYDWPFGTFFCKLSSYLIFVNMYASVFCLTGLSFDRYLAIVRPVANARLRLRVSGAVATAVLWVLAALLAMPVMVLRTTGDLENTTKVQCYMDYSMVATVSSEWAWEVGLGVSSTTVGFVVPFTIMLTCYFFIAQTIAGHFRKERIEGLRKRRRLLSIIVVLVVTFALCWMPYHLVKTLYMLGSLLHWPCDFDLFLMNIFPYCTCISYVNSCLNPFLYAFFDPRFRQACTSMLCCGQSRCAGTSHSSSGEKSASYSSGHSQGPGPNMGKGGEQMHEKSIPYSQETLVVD
# GRIN3A LBD mod: modulates the human NR3A ligand-binding domain; NR3A LBD differential scanning fluorimetry, Tm shift; 0% = protein alone, 100% = glycine-bound protein; Tm shift relative to glycine control, % at 25 µM; actives 2.5% (n = 340,000); AID 1259313;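 active = melting temperature shift of at least 10% of the positive control shift, at one fixed dose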
# APJ agonist: APJ receptor agonism; CHO-K1 APJ PathHunter beta-arrestin, luminescence; 0% DMSO wells, 100% apelin; P35414; activation, % at 20 µM; actives 0.11% (n = 330,000);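 active = activation more than six SD over the plate average, tested at 20 µM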;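 note: 0% = DMSO alone and 100% = apelin-13 at 10 nM; some results filed as inactive read as strong as hits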
#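 Test system – PathHunter CHO-K1 APJ (AGTRL-1) beta-arrestin reporter cells · Input – 1000 cells/well · Compound – single test compound dose, 20 µM final, 1% DMSO · Times – compound stimulation 90 min at 25 °C, detection 60 min · Technique – beta-gal luminescence · Read-out basis – APJ–arrestin association signal · Control set – negative DMSO alone, positive Apelin-13 at 10 nM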
# Active calls of the source: *. Rows are unselected (roughly 7.2% active in at least one column).
structure,MPTP inh,GRIN3A LBD mod,APJ antagonist,tim23-1 inh,TIM10 inh,beta cell repl,tim10-1 inh,APJ agonist,NALP3 yeast inh
COCCCNC(=O)CN(c1ccc(Cl)c(Cl)c1)S(C)(=O)=O,-0.1,-15,7,11,17,0,20,0,3
COc1ccccc1OCCOCCOc1ccc(C)cc1Br,0.6,5,3,13,7,-2,25,-2,29
CN1CCN(C(=O)N2c3ccccc3CCc3ccccc32)CC1,-1.3,-1,8,-3,2,-1,-2,-2,2
Cc1cc(C)n(-c2ccc(C(=O)OC(C)C(=O)Nc3ccc(C(N)=O)cc3)cc2)n1 (stereo not given),-1.0,0,13,-5,-3,-3,0,7,12
COCCN1C(=O)c2ccc(C(=O)Nc3cccnc3)cc2C1=O,0.5,3,-24,-8,7,1,-26,-1,-2
O=C(CCCn1c(=O)[nH]c2cc(Cl)ccc2c1=O)NC1CCCCCC1,0.0,-4,1,1,-1,-1,0,10,-2
Cc1ccc(NC(=S)NNC(=O)Cn2nc(C(F)F)cc2C(F)F)cc1,-0.3,1,4,13,18,2,2,-4,27
N#Cc1ccc(C(=O)Nc2cc(-c3ccccc3)nn2-c2ccccc2)cc1,2.6,-9,17,24,-1,2,8,7,27
Cc1nn(-c2ccccc2)c(C)c1/C=N/N1CCN(c2ccccn2)CC1,-2.8,-3,2,32,3,-2,23,-3,16
O=C(COC(=O)Cc1ccc(S(=O)(=O)N2CCOCC2)s1)NCc1ccc(Cl)cc1,0.3,2,0,20,4,-1,2,-2,1
COc1ccc(N2C(=O)CC(N3CCCCC3)C2=O)cc1 (stereo not given),-0.1,-1,-7,25,-4,2,10,1,22
CCOc1ccc(NC(=O)CCN2CCN(S(=O)(=O)c3ccc(Cl)cc3)CC2)cc1,1.8,0,21,12,7,-1,10,0,-7
Cc1cc(Br)ccc1SCC(=O)OCC(=O)NCc1ccco1,2.3,0,13,25,7,1,4,-3,-1
CN(c1cccc(NC(=O)c2ccc(N(C)S(=O)(=O)c3ccccc3)cc2)c1)S(C)(=O)=O,3.4,-8,4,-8,8,-2,16,8,20
CCOC(=O)N1CCN(S(=O)(=O)c2ccc3[nH]cc(C(=O)O)c(=O)c3c2)CC1,0.2,4,-16,17,-2,-3,8,1,12
O=C1C(Cc2ccccc2)Nc2ncnc(N3CCCCC3)c2N1Cc1ccccc1 (stereo not given),0.6,-1,18,36,24,-4,19,-6,4
CCOC(=O)N1CCN(C(=O)CSc2ccc(C(F)(F)F)cc2[N+](=O)[O-])CC1,-2.3,-1,-21,17,17,-2,-3,-2,9
Cc1cc(C)n2nc(C)c(-c3ccc(Cl)cc3)c2n1,1.6,1,9,52*,14,3,16,-1,6
CCCOc1ccccc1/C=N/NC(=O)C1CC1,0.5,1,-4,19,-3,-1,-2,-5,16
COc1ccc2c(C)cc(N3CCN(Cc4ccccc4)CC3)nc2c1,-1.3,-1,-10,4,17,-1,19,-3,18
COc1cc(C(=O)N/N=C(\Cc2ncc[nH]2)c2ccccc2)cc(OC)c1OC,-0.9,0,-24,18,-6,-5,28,-5,17
O=C(COC(=O)CC1CCCCC1)Nc1c(Cl)cccc1Cl,0.2,-2,5,14,-1,2,5,-3,12
Cc1ccc(NS(=O)(=O)Cc2ccccc2)nc1,-0.3,0,12,8,3,3,6,-2,19
CCOc1ccc(CC2CC(=O)NC2=O)cc1 (stereo not given),0.5,1,5,-1,-9,-1,-6,0,9
O=C(NC1CCCCCCC1)c1ccccc1O,-0.3,0,12,65*,49*,0,46*,-1,24
CC(C)(C)NC(=O)CN(C(=O)CNS(=O)(=O)c1ccc(Cl)cc1)c1ccc2c(c1)OCCO2,0.3,0,9,9,4,-1,4,3,7
CCN1C(=O)NC2=C(C(=O)c3ccccc32)C1c1ccccc1F (stereo not given),-0.1,-2,10,23,20,1,30,-5,9
Cc1ccc2c(C(=O)CCl)c(C)[nH]c2c1,3.6,0,-5,35,38,-6,1,-2,-3
Cc1ccccc1OCCC(=O)OCC(=O)N1CCN(S(=O)(=O)c2ccc(Cl)cc2)CC1,-2.5,11*,-16,12,23,0,19,1,13
N/C(=N\OC(=O)COc1ccc(Br)cc1Cl)c1ccccn1,-2.1,0,9,27,14,0,23,-4,45
O=C(Cn1cnc2c(nnn2Cc2ccccc2)c1=O)NCC1CCCO1 (stereo not given),-0.7,-2,10,-5,1,-3,-12,-2,11
c1coc(-c2nc3ccccc3nc2-c2ccco2)c1,2.4,1,-14,21,27,0,29,1,24

# Reformatted as labelled records: part of the list above.
> CC(C)(C)NC(=O)CN(C(=O)CNS(=O)(=O)c1ccc(Cl)cc1)c1ccc2c(c1)OCCO2
- MPTP inh: 0.3
- GRIN3A LBD mod: 0
- APJ antagonist: 9
- tim23-1 inh: 9
- TIM10 inh: 4
- beta cell repl: -1
- tim10-1 inh: 4
- APJ agonist: 3
- NALP3 yeast inh: 7
> O=C(NC1CCCCCCC1)c1ccccc1O
- MPTP inh: -0.3
- GRIN3A LBD mod: 0
- APJ antagonist: 12
- tim23-1 inh: 65*
- TIM10 inh: 49*
- beta cell repl: 0
- tim10-1 inh: 46*
- APJ agonist: -1
- NALP3 yeast inh: 24
> O=C(Cn1cnc2c(nnn2Cc2ccccc2)c1=O)NCC1CCCO1 (stereo not given)
- MPTP inh: -0.7
- GRIN3A LBD mod: -2
- APJ antagonist: 10
- tim23-1 inh: -5
- TIM10 inh: 1
- beta cell repl: -3
- tim10-1 inh: -12
- APJ agonist: -2
- NALP3 yeast inh: 11
> Cc1ccccc1OCCC(=O)OCC(=O)N1CCN(S(=O)(=O)c2ccc(Cl)cc2)CC1
- MPTP inh: -2.5
- GRIN3A LBD mod: 11*
- APJ antagonist: -16
- tim23-1 inh: 12
- TIM10 inh: 23
- beta cell repl: 0
- tim10-1 inh: 19
- APJ agonist: 1
- NALP3 yeast inh: 13

# (next part)
structure,MPTP inh,GRIN3A LBD mod,APJ antagonist,tim23-1 inh,TIM10 inh,beta cell repl,tim10-1 inh,APJ agonist,NALP3 yeast inh
CCOC(=O)C1CCN(S(=O)(=O)c2cccc(-c3cn4cc(Cl)ccc4n3)c2)CC1,-4.6,-1,-27,25,32,-6,33,1,19
COc1ccc(CN(C(=O)c2ccc(CN3CCOCC3)o2)C(C(=O)NCC2CCCO2)c2ccc(F)cc2)cc1 (stereo not given),-1.0,0,-4,3,13,-3,8,-2,20
CC(O)CNCc1ccc(-c2ccccc2)cc1 (stereo not given),-0.4,-5,10,16,22,-3,19,1,27
CCCCN1C(=O)C(=O)N(c2ccccc2)C1=S,0.2,1,2,11,7,-2,-3,-3,15
Brc1ccc(C2CC(c3ccccc3)=Nc3ccccc3N2)cc1 (stereo not given),1.3,-10,1,-13,9,-3,-17,0,11
COc1cccc(-n2c(=O)[nH]cc(C(=O)Nc3ccc4c(c3)OCCO4)c2=O)c1,-1.8,-2,-65,-8,-17,-4,0,-3,17
CSCCC(NC(=O)c1ccccc1Cl)C(=O)NC1CCN(Cc2ccccc2)CC1 (stereo not given),0.4,-1,-14,13,2,-2,12,6,-4
COc1ccc(C(=O)OCC(=O)Nc2ncc([N+](=O)[O-])s2)cc1OC,-0.9,0,-7,-1,8,-5,5,-1,-4
Cc1cccc(NC(=O)c2cc(NC(=O)c3ccccc3)ccc2N2CCCCC2)c1,8.7,-5,8,-17,-8,-3,8,-4,-3
COc1ccc(Cl)cc1NC(=O)CSc1nc(-c2ccccc2)cc(=O)[nH]1,3.1,3,6,19,8,-3,6,1,4
COc1cc(C(C(=O)NC2CCCCC2)N(C(=O)Cc2c[nH]c3ccccc23)c2ccccc2C)cc(OC)c1OC (stereo not given),0.4,2,-11,14,15,-6,17,-1,12
O=C(CN1C(=O)NC2(CCc3ccccc32)C1=O)c1ccccc1 (stereo not given),0.4,1,11,9,1,4,-3,-5,8
C=CCC[C@H](Cc1ccc(F)cc1)C(=O)OC[C@H](C)NC(=O)[C@H](CC=C)CC(=O)NCCO,-2.2,-1,12,6,-1,2,-2,-1,17
CC(C)c1cc(C(=O)Nc2cccc(C(F)(F)F)c2)no1,-0.7,0,-4,20,17,3,17,-1,27
COCc1c(C(=O)NCC2COc3ccccc3O2)oc2ccccc12 (stereo not given),1.5,2,12,38,12,7,34,-2,5
O=C(Cn1nnc2ccccc2c1=O)Nc1cccc(S(=O)(=O)N2CCOCC2)c1,0.1,-2,6,0,6,-1,7,-4,17
O=C(COC(=O)c1cccnc1)c1ccc(Cl)cc1,-1.0,0,1,13,1,-1,6,-2,16
COc1cc2cc(CN(CCCO)S(=O)(=O)c3ccccc3Cl)c(=O)[nH]c2cc1OC,0.0,-15,-8,29,2,-1,-4,5,-11
CCC(C)Sc1ccc(-c2nc3ccc(C)cn3c2NCc2ccccc2)cc1OC (stereo not given),13,-11,-68,50,37,-8,36,14,35
FC(F)(F)c1cccc(N2CCN(c3ccc4nnc(-c5ccccc5)n4n3)CC2)c1,0.2,22*,5,20,31,-6,49*,-5,6
Cc1cc(C)cc(NC(=O)Nc2ccc(S(=O)(=O)Nc3cc(C)on3)cc2)c1,0.6,4,5,12,1,1,6,-2,19
CCC(C)NC(=O)C1CCN(S(=O)(=O)c2cccc3cccnc23)CC1 (stereo not given),-0.9,-1,1,-12,-3,-5,-11,2,3
Cc1cc(S(=O)(=O)NCc2ccccc2)ccc1OCC(=O)N1CCOCC1,-2.4,-2,5,5,7,5,3,3,-2
O=C(NCCc1ccccc1)c1ccc(S(=O)(=O)N2CCCC2)cc1,-0.8,-2,16,23,62*,-2,19,-2,15
Cc1nn(CC(=O)N2CCN(C(=O)c3ccco3)CC2)c(C)c1[N+](=O)[O-],-1.0,-3,8,10,-4,2,1,-3,0
CC(C)S(=O)(=O)c1nsc2nc(=O)c(/C=C3\C=Nc4ccccc43)c(N)n12,19,23*,9,9,15,-1,10,-2,24
O=c1cc(-c2ccccc2)nc(SCc2ccc(Cl)cc2)[nH]1,-1.5,-1,15,2,-4,3,12,-4,9
O=C1NCCN/C1=C\C(=O)c1cccc(Br)c1,-0.8,0,0,9,8,-2,1,4,12
CSc1ccc(/C=C(/NC(=O)c2ccc(C)cc2)C(=O)Nc2cccc(F)c2)cc1,4.9,-17,4,-3,1,0,6,0,13

# Screens from PubChem BioAssay.
